High-throughput results (PubChem)
HTR2A ag – mouse Htr2a agonists via beta-arrestin recruitment, primary screen, cell-based, luminescence; activation, % at 7.6 µM; AID 624169, 2012; 5-hydroxytryptamine receptor 2A (Mus musculus), P35363; CHO-K1 mHTR2A beta-arrestin complementation; percent of 30 µM serotonin response; 360,000 compounds, 0.66% hits;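 active = activation above a run cutoff, the mean activation of all tested compounds plus 3 SD, cut at about 14% in these data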;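 note: 0% = plate median of compound wells and 100% = 30 µM serotonin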
ABCB6 inh 2 – ABCB6 transporter inhibitors, primary screen, K562-ABCB6 cells, flow cytometry, MLPCN library | ATP-binding cassette sub-family B member 6 (Homo sapiens), Q9NP58 | K562-ABCB6 porphyrin accumulation, 1 h; hits give low values | fluorescence ratio to DMSO, % at 10 µM | 360,000 compounds, 0.19% hits | AID 602162, 2011;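 active = fluorescence ratio to DMSO below 75%, the collection mean minus 3 SD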;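 note: signal is porphyrin accumulated inside mitochondria; 100% equals median channel fluorescence of DMSO control wells; lower ratio means ABCB6 inhibition with less porphyrin fluorescence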
Target sequence (Q9NP58 whole entry, looked up): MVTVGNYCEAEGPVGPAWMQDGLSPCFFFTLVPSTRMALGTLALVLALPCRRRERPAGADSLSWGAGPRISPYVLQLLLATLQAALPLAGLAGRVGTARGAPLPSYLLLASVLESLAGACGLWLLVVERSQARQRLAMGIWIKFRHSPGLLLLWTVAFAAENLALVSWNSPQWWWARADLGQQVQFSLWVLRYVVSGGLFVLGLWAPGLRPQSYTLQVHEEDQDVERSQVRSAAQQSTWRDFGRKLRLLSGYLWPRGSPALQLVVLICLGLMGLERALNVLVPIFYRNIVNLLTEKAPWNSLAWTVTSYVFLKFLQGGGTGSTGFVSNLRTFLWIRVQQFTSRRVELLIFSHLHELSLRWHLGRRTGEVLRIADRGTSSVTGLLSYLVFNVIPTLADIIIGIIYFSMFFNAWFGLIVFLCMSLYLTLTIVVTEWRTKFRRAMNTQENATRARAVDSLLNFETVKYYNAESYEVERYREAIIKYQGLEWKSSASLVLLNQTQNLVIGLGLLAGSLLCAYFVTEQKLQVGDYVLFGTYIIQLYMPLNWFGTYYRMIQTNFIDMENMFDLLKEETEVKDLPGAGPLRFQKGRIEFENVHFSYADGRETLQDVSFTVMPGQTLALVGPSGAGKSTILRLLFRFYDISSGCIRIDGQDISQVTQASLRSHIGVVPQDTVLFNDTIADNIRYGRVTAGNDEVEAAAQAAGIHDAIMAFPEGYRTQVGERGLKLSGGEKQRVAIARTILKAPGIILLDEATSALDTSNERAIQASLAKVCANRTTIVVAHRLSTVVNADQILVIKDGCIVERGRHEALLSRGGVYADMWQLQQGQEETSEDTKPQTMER
Glyco luc inh – increase of ERlucT glycosylation luciferase signal, primary screen, N-linked glycosylation inhibitor project, D54 ERlucT cells, luminescence, set 2. D54 ERlucT glycosylation luciferase reporter, 24 h; percent of 100 nM tunicamycin response. reporter increase, % at 12.5 µM. 360,000 compounds, 0.23% hits. AID 588692, 2011;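 active = mean luciferase reporter signal, scaled so untreated is 0 and the glycosylation-blocking control 100, at or above a set limit in every replicate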;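 note: luciferase carries N-glycosylation sites so blocking glycosylation raises the light; 0% = median of neutral control wells and 100% = median of 100 nM tunicamycin wells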
H9c2 protect – cardioprotection against H2O2-induced cell death, primary screen, uHTS, H9c2 cells, ATPLite luminescence; H9c2 cardiomyocytes, H2O2 injury protection, 2 h; protection from H2O2 cell death, % at 20 µM; 360,000 compounds, 0.63% hits; AID 588492, 2011;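 active = compounds giving at least 50% protection of heart cells from peroxide-induced death in the single-dose screen, raw or plate-pattern-corrected value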;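 note: 0% = DMSO wells with peroxide and 100% = DMSO wells without peroxide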
Vif inh – HIV Vif self-association inhibitors, primary screen, imaging, HEK293T, single point | HEK293T cells, Vif self-association by quenched fluorescence, 24 h | inhibition, % at 7.49 µM | 340,000 compounds, 0.35% hits; in the data active = inhibition above about 50%, passing the limit was not always enough; note: some results filed as inactive read as strong as hits
MC4R ag barr – MC4R agonists recruiting beta-arrestin, primary screen, cell-based, luminescence, agonist arm of biased-ligand search; Melanocortin receptor 4 (Homo sapiens), P32245; U2OS MC4R beta-arrestin complementation; percent of melanotan II response, DMSO zero; activation, % at 8.9 µM; 360,000 compounds, 0.98% hits; AID 540308, 2011;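 active = activation above a per-plate cutoff, the mean activation of sample wells on that plate plus 3 SD, cut at about 8% in these data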
PDI turbidity – inhibitors of human PDI, primary screen, biochemical, turbidity, single point, plate reader. Protein disulfide-isomerase (Homo sapiens), P07237. PDI insulin aggregation turbidity, A650, 90 min. inhibition, % at 10 µM. 350,000 compounds, 0.052% hits;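 active = mean inhibition across replicates of 30% or more, whatever share of single replicates reach that level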;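 note: absorbance from insulin aggregation driven by PDI reduction with DTT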
CaV13 FRET inh – Disruptors of the CACNA1D IQ motif to Ca2+-dependent inactivation inhibitor domain association, primary screening, Förster resonance energy transfer in intact living …; HEK cells, CFP/YFP FRET ICDI-IQ, plate reader, 10 min; percent FRET-ratio fall versus neutral wells; AID 743397; 340,000 compounds, 0.098% hits; inhibition, % at 12.3 µM;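 active = mean replicate inhibition of at least 30% and at least 1% of replicates passing that level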;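 note: 0% = median of the neutral control wells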
MC4R antag cAMP – MC4R antagonists of cAMP signaling, primary screen, cell-based, TR-FRET, antagonist arm of biased-ligand search; Melanocortin receptor 4 (Homo sapiens), P32245; MC4R-expressing cells, MTII-stimulated cAMP, LANCE TR-FRET; inhibition, % at 6.5 µM; 360,000 compounds, 0.48% hits; AID 540295, 2011;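 active = inhibition above its plate's cutoff, the mean of tested wells on that plate plus 3 SD, cut at about 29% in these data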;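 note: 0% = Melanotan II alone and 100% = Melanotan II plus saturating MCL0020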
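System – human MC4R-expressing U2OS cells · Also added – Melanotan II · Dosing – one concentration, 6.5 µM nominal · Timing – 30-min compound, 1-h challenge, 1-h detection, room temperature · Measured by – Eu-cAMP/anti-cAMP TR-FRET, emission 671 nm · Replicates – singlicate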
aDG glyco act – activators of alpha-DG glycosylation, primary screen, uHTS, Pro5-aDG cells, AlphaScreen; activation, % at 10 µM; alpha-DG glycosylation AlphaScreen (IIH6); 0% Pro5, 100% B10-LARGE cell signal; 360,000 compounds, 0.22% hits;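 active = activation of at least 8% versus controls, or a plate z-score of at least 8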;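 note: Pro5 are CHO cells carrying HIG-tagged alpha-DG that lacks glycosylation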
* = called active by the depositor; . = not tested or not shown; & = joins results of further samples.

entry	SMILES	HTR2A ag	ABCB6 inh 2	Glyco luc inh	H9c2 protect	Vif inh	MC4R ag barr	PDI turbidity	CaV13 FRET inh	MC4R antag cAMP	aDG glyco act
1	CC(=O)Nc1ccc(S(=O)(=O)NC2(C(F)(F)F)C(=O)Nc3c2c(=O)[nH]c(=O)n3Cc2ccccc2)cc1 (centres undefined)	-3.9	101.0	0.7	3.2	9.7	-1.8	8.2	-2.1	-3.2	-0.1
2	O=C(Cc1ccc(Br)cc1)OCC(=O)c1ccc2c(c1)OCCO2	4.0	96.0	0.3	-3.0	5.4	1.5	3.0	.	-4.4	-0.4
3	CN(C)CCCNC(=O)C(=O)NCC1CCCO1 (centres undefined)	0.5	99.0	1.8	-2.2	-4.2	0.4	11.1	-9.9	-6.9	-0.3
4	Cc1cc(CNC(=O)c2cccc3c2C(=O)c2ccc(-c4ccc(F)cc4OCc4ccccc4)cc2S3(=O)=O)c(C(F)(F)F)o1	-9.9	92.0	4.7	5.4	1.0	-1.6	7.2	-5.2	2.3	-0.6
5	O=C(O)c1ccc(CSc2nnc(-c3ccccc3Cl)n2-c2ccccc2)cc1	0.5	102.0	0.0	-0.1	-12.8	0.3	2.1	5.9	6.1	0.0
6	O=C(OCc1c(-c2ccccc2)ncc2ccccc12)c1cccc(Br)c1	0.6	94.0	-3.5	-10.3	4.1	1.2	3.9	-11.3	-7.7	0.1
7	CN(CC(=O)Nc1ncn[nH]1)S(=O)(=O)c1cc(Cl)ccc1Cl	-4.0	106.0	.	0.3	.	-3.6	12.7	-2.7	-14.3	0.3
8	O=C(c1cccc([N+](=O)[O-])c1)N1CC2C3C=CC(C3)C2C1 (centres undefined)	2.0	96.0	0.1	-5.0	-10.7	1.4	-5.6	-4.9	16.5	-0.2
9	CCCSc1nnc2c(n1)OC(c1cccn1C)N(C(C)=O)c1ccccc1-2 (centres undefined)	0.2	93.0	0.8	-0.7	8.5	0.4	-2.0	-4.7	6.4	0.0
10	CCN(CC)S(=O)(=O)c1ccc(N2CCOCC2)c(NC(=O)c2ccc(F)cc2)c1	-0.2	103.0	3.7	0.9	-0.8	-1.8	-0.2	-3.9	12.6	0.3
11	Cc1ccc(C(=O)NCCc2ccncc2)cc1	3.0	101.0	-1.7	-6.5	2.4	-0.6	2.2	-3.7	11.9	0.1
12	CN(C)S(=O)(=O)c1cccc(COC(=O)Cc2c(F)cccc2Cl)c1	0.6	93.0	-1.4	-5.1	-8.7	-2.0	-4.3	-6.6	6.5	0.0
13	CCOc1ccc(NC(=S)N(C)C)cc1	1.8	97.0	1.1	1.2	-2.4	-1.9	-1.9	-1.7	3.1	-0.1
14	CCC(=O)N1CCc2cc(S(=O)(=O)CCC(=O)NC(C)CC)ccc21 (centres undefined)	0.7	106.0	4.8	-5.2	-4.7	-2.0	-0.7	5.3	8.8	0.2
15	CCOC(=O)CCC(=O)Nc1ccc(S(=O)(=O)N2CCCCC2)cc1	0.8	100.0	1.8	5.1	-7.1	4.1	3.7	-2.7	28.1	-0.5
16	CCOC(=O)C1CCN(C(=O)C2CCCN(S(=O)(=O)c3ccc(OC)c(Cl)c3)C2)CC1 (centres undefined)	-2.5	89.0	0.9	-11.3	-4.9	-2.4	-4.4	-6.0	12.2	2.9
17	O=C(C1=C[C@H](c2ccc(Br)cc2)C[C@H](OCCCCO)O1)N1CCOCC1	.	106.0	1.1	6.2	-4.8	.	3.2	-10.0	.	0.3
18	CN(C)CCCNCC(=O)Nc1ccccc1N1CCOCC1	-6.2	100.0	0.5	0.4	1.2	-1.9	-3.4	-5.4	-2.0	0.1
19	O=C(CN1C(=O)NC2(CCCC2)C1=O)N1CCN(S(=O)(=O)c2ccccc2[N+](=O)[O-])CC1	11.3	97.0	-2.9	4.9	-2.9	-3.2	-3.9	-6.2	-1.0	-0.2
20	CCOc1ccc(C(=O)N2CCc3ccccc32)cc1OCC	-1.4	96.0	-10.2	0.8	-0.5	-0.7	10.9	-4.1	1.2	0.0
21	O=C1C(=O)N(CCN2CCCCC2)c2ccccc21	5.4	105.0	3.6	6.5	-7.3	-1.0	-5.0	.	-1.4	0.3
22	COc1ccc(-c2nnc(-c3cc4c(ccc5ccccc54)oc3=O)o2)cc1	4.2	95.0	1.7	11.1	15.0&3.8	-0.7	-1.4	-3.1	0.9	-0.1
23	Cc1onc(-c2ccccc2Cl)c1C(=O)NCCCN1CCOCC1	-3.1	102.0	1.4	2.6	4.5	-1.0	-3.2	.	8.7	-0.2
24	CCCn1c(N)c(C(=O)CSc2nnc(-c3ccoc3C)n2C)c(=O)n(C)c1=O	2.6	100.0	-2.0	2.2	-2.0	-1.6	6.6	-2.3	1.9	0.0
25	CCc1cc(CNC(=O)c2ccc(OC3CCN(C(C)=O)CC3)c(OC)c2)on1	2.7	96.0	0.8	3.9	-9.3	-2.3	9.8	-7.4	4.7	-0.2
26	Cc1ccc(C)c(NC(=O)C(Sc2nnc(-c3cccs3)o2)c2ccccc2)c1 (centres undefined)	2.6	88.0	-1.5	0.6	2.7	-3.3	8.5	-5.5	-1.4	0.4
27	COc1ccccc1NS(=O)(=O)c1ccc(C(=O)OCC(=O)NCc2ccco2)cc1	4.9	91.0	-0.2	-14.5	4.4	2.1	2.5	-4.8	6.7	0.0
28	Cc1cccc(N2CCN(CCCNC(=O)c3ccc(NC(=O)C4=CSCCO4)cc3)CC2C)c1 (centres undefined)	-10.5	99.0	-3.3	1.4	-2.6	-0.3	-0.3	-1.4	11.6	1.2
29	O=C(COC(=O)c1ccc(Cl)nc1)Nc1ccc2c(c1)CCC2	-0.2	101.0	1.9	1.5	-0.7	-0.9	-8.6	-2.3	3.8	0.0
30	CCCCN1C2=C(C(=O)CC(C)(C)C2)C(c2ccccc2)C2=C1c1ccccc1C2=O (centres undefined)	-5.0	105.0	-2.6	1.5	-12.0	1.1	9.1	-5.2	10.7	0.2

Reprinted from the part before: 5 compounds, then new ones.
entry	SMILES	HTR2A ag	ABCB6 inh 2	Glyco luc inh	H9c2 protect	Vif inh	MC4R ag barr	PDI turbidity	CaV13 FRET inh	MC4R antag cAMP	aDG glyco act
26	Cc1ccc(C)c(NC(=O)C(Sc2nnc(-c3cccs3)o2)c2ccccc2)c1 (centres undefined)	2.6	88.0	-1.5	0.6	2.7	-3.3	8.5	-5.5	-1.4	0.4
27	COc1ccccc1NS(=O)(=O)c1ccc(C(=O)OCC(=O)NCc2ccco2)cc1	4.9	91.0	-0.2	-14.5	4.4	2.1	2.5	-4.8	6.7	0.0
28	Cc1cccc(N2CCN(CCCNC(=O)c3ccc(NC(=O)C4=CSCCO4)cc3)CC2C)c1 (centres undefined)	-10.5	99.0	-3.3	1.4	-2.6	-0.3	-0.3	-1.4	11.6	1.2
29	O=C(COC(=O)c1ccc(Cl)nc1)Nc1ccc2c(c1)CCC2	-0.2	101.0	1.9	1.5	-0.7	-0.9	-8.6	-2.3	3.8	0.0
30	CCCCN1C2=C(C(=O)CC(C)(C)C2)C(c2ccccc2)C2=C1c1ccccc1C2=O (centres undefined)	-5.0	105.0	-2.6	1.5	-12.0	1.1	9.1	-5.2	10.7	0.2
31	FC(F)(F)c1cccc(NC(=S)Nc2cccc(NC(=S)Nc3cccc(C(F)(F)F)c3)n2)c1	-0.7	89.0	1.6	-12.5	-1.9	-0.5	-6.0	-0.3	5.3	0.1
32	O=C(Nc1cc(Cl)ccc1Cl)N1CCCC1	-3.9	101.0	0.1	-8.9	-5.9	0.4	9.1	-7.6	13.7	0.1
33	CC(=O)c1ccc2noc(-c3ccccc3)c2c1	3.4	103.0	1.1	0.4	-2.5	-3.6	-0.4	-4.2	-2.2	0.3
34	Cc1ccccc1NC(=O)c1ccccc1N(C)S(=O)(=O)c1ccccc1	-0.2	95.0	0.6	-1.6	-3.3	-1.3	-7.5	-4.6	2.9	0.1
35	Cc1ccc(CNC(=O)Cn2c([N+](=O)[O-])cnc2C)cc1	-1.1	101.0	1.2	3.2	-9.6	-1.1	3.6	-10.2	-0.6	-0.1
36	CN(CC(=O)Nc1ccc(F)c(Cl)c1)S(=O)(=O)c1ccc2c(c1)n(C)c(=O)c(=O)n2C	-0.4	108.0	2.6	6.3	18.0	-2.2	-1.4	-12.9	3.7	-0.1
37	COc1ccc(OC)c(NC(=O)C2CCCN2S(=O)(=O)c2ccc3c(c2)CC(C)N3C(C)=O)c1 (centres undefined)	-2.4	93.0	-0.9	5.7	-5.0	-0.9	-4.2	-5.1	6.9	0.1
38	COc1ccccc1Cn1c(CO)nc2ccccc21	0.5	95.0	1.0	2.5	2.0	1.8	1.9	-3.8	8.5	0.0
39	Cc1c(C(=O)NCc2ccc3c(c2)OCCO3)sc(=O)n1Cc1ccccc1C#N	1.6	101.0	-7.6	7.6	-6.4	-1.5	3.9	-18.0	1.8	0.0
40	Cc1ccc(S(=O)(=O)NCC(C)NS(=O)(=O)c2ccc(C)cc2)cc1 (centres undefined)	-5.5	95.0	0.5	-2.0	.	-1.5	10.6	-8.5	4.1	0.1
41	CCOC(=O)N1CCN(S(=O)(=O)c2cc(Cl)c(OC)cc2Cl)CC1	-4.4	86.0	0.6	5.3	2.8	-1.4	1.0	-4.1	3.1	-0.1
42	Cc1ccc(S(=O)(=O)N2CCC(C(=O)N3CCCC3C(=O)N[C@@H](CC(C)C)C(=O)NCC(N)=O)CC2)cc1 (some centres undefined)	0.4	101.0	-0.4	2.7	9.0	1.4	.	.	7.3	-0.2
43	Oc1ccccc1CNc1cccc2cccnc12	-0.3	112.0	13.0	-15.2	-2.4	3.0	-0.6	-2.9	-0.8	0.3
44	Cc1nc(NC(=O)Nc2ccc(Cl)cc2)sc1C	3.7	96.0	0.5	-14.8	-5.5	3.0	6.4	-3.7	-8.4	-0.1
